# KCNH2 3.1 inh = inhibitors of human KCNH2 3.1 potassium channel isoform; U2OS KCNH2 3.1, thallium flux FluxOr; stronger effect = lower value; activity change, % (tested at about 1.8 µM); 340,000 compounds, 0.95% hits; AID 720553;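 active = maximum activity change below -70%; inconclusive = maximum activity change from -70% to -50%; inactive = maximum activity change above -50%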;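 note: thallium influx rate constant from kinetic fluorescence after stimulation buffer; % is set by controls: 0 for no effect and ±100 for the full control effect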
#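 Steps: virus added to U2OS suspension (4 h, RT, dark); medium with 10% FBS added, cells plated, 37 C overnight; FluxOr/Red40 loading buffer 45 min RT; stimulation buffer, 2 min kinetic read; rate constant normalized.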
# a7 integrin act = integrin-mediated muscular dystrophy alleviation activation; alpha7betagal myoblasts, beta-gal FDG fluorescence, 48 h; Potency, µM (titrated, usually from 38.3 µM), inactives show at the top dose activation, hits mostly activators; 350,000 compounds, 0.064% hits;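 note: potency is the fitted concentration of half-maximal effect; 100% = response of the positive control SU9516; nearly all actives have a fitted effect of over 60% in size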
#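 alpha7betagal+/- myoblasts (passage 13, 250/well) treated 48 h at 37C with compounds at 1:260 dilution of DMSO stock. Lysed, then beta-galactosidase activity read as FDG fluorescence (ex 480/em 540) after 30 min, with pre-read for autofluorescence.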
# S-ASM inh = inhibitors of human secretory acid sphingomyelinase. P17405. placental ASM, HMU-PC fluorogenic substrate, 60 min. Potency, µM (highest dose often 57.5 µM), inactives show top-dose activity change, negative = inhibition, actives largely listed as inhibitors. 340,000 compounds, 0.006% hits; note: potency is the fitted concentration of half-maximal effect
#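 Fluorogenic HMU-PC substrate (9 uM final) is turned over by placental ASM in 60 min at 37 C after a 10 min compound preincubation. Reaction ended by alkaline stop (pH 10), with fluorescence read at 386/447 nm.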
# A-T KAP1 phos = candidate therapy for ataxia-telangiectasia. […] A-T fibroblasts, KAP-1 phosphorylation AlphaLISA; neocarzinostatin DNA damage 30 min before lysis. Potency, µM (highest dose often 57.5 µM), for inactives: top-dose activation, hits mostly activators. 320,000 compounds, 0.19% hits; note: potency is the fitted concentration of half-maximal effect; % of control where 0% means no effect; nearly all actives have a fitted effect of over 45% in size
#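 hTERT-immortalized A-T patient fibroblasts ([…]), 500 cells/well in OPTI-MEM, 1% FBS, got compounds for 60 min, then NCS for 30 min at 37C. Lysates were then assayed for phospho-KAP-1 by AlphaLISA (anti-pKAP1 donor, anti-KAP1 acceptor beads), 6 hr at 25C.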
# hERG WT inh = blocks the wildtype human KCNH2 potassium channel | activity change, % at 1.84 µM | 340,000 compounds, 0.37% hits | U2OS, BacMam KCNH2, thallium flux FluxOr; stronger effect = lower value | AID 720551;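 active = maximum activity change below -70%; inconclusive = maximum activity change between -70% and -50%; inactive = maximum activity change above -50%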; note: % is set by controls: 0 for no effect and ±100 for the full control effect
#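 U2OS cells transduced with wild-type KCNH2 virus are loaded with FluxOr dye for 45 min, and thallium flux is measured in kinetic reads before and after stimulation buffer. Rate constants are normalized to DMSO controls.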
# TRPV1 ag = agonists of human vanilloid receptor 1 (TRPV1); TRPV1-expressing cells, Fluo-8 calcium influx, agonist mode; activation, % at 8.33 µM; 320,000 compounds, 0.19% hits; AID 540275; in the data active = activation above about 80%; inconclusive = between about 30% and that limit; note: 0% is about no effect
#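 Fluo-8 calcium influx in TRPV1-expressing cells, kinetic read (ex 480/em 520 nm). Compound added and read 3 min for agonist activity, followed by capsaicin at EC20 final and 2 min further read for enhancement.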
# Coupling enz = counter-screen for Giardia aldolase inhibitors: coupling enzyme system; coupling enzyme system counterscreen, AmpLite Red fluorescence; activity change, negative = inhibition, % at 58.2 µM, hits read low; 290,000 compounds, 0.67% hits; AID 2472; in the data active = activity change below about -30%; note: % is set by controls: 0 for no effect and ±100 for the full control effect
#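 Final compound at 57.5 uM, incubated 10 min at RT with coupling enzyme reagent (glyceraldehyde-3-phosphate), then 20 min with substrate and AmpLite Red detection. Fluorescence read at 525/598 nm; tests interference with the coupling assay, not aldolase inhibition.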
# MBNL1 CUG block = MBNL1-poly(CUG) RNA binding inhibition; Potency, µM (series often up to 57.5 µM), without a hit: at the top dose activity change, negative = inhibition, actives largely listed as inhibitors; AID 2675; 280,000 compounds, 0.036% hits; TR-FRET MBNL1-His/biotin-(CUG)12 binding, 665/545 ratio; Q9NR56; active = well fitted inhibition curve with a large enough effect in the signal ratio, with a control signal flat, not every such curve was filed as active; inconclusive = small, poorly fitted or top-dose-only effect, or effect the other way, or a change in a side signal; inactive = no such curve, though single readings can be large or run the other way; the % refers to the signal ratio; note: potency is the fitted concentration of half-maximal effect; % is set by controls: 0 for no effect and ±100 for the full control effect
#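 MBNL1-His + Biotin-(CUG)12, cpd titration 92 nM–58 uM; Tb anti-His Ab 0.055 ng/ul, SA-XL665 5 nM (final); 60 min RT; ratiometric 665/545 nm, Ex 340 nm; normalized to buffer and full-complex controls.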
# CXXC DNA block = blocks binding of human MLL CXXC domain to DNA; Q03164; MLL-CXXC / FITC-HOXA9 DNA fluorescence polarization; Potency, µM (titrated, usually from 115 µM), for inactives: at the top dose activity change, negative = inhibition, actives largely listed as inhibitors; 290,000 compounds, 0.037% hits; AID 2662; active = well fitted inhibition curve with a large enough effect in the polarisation, with a control signal flat, not every such curve was filed as active; inconclusive = small, poorly fitted or top-dose-only effect, or effect the other way, or a change in a side signal; inactive = no such curve, though single readings can be large or run the other way; the % refers to the polarisation; note: potency is the fitted concentration of half-maximal effect
#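 Purified MLL-CXXC (added from a 7 uM solution) was preincubated 5 min at ambient with pinned compounds in 50 mM Tris-HCl pH 7.5, 50 mM NaCl, 1 mM DTT, 0.05% BSA. Fluorescein-labeled HOX-A9 DNA (50 nM solution) followed, 30 min, then polarization read.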
# GALK inh = inhibitors of human galactokinase; P51570; Purified GALK, Kinase-Glo residual ATP luminescence; 270,000 compounds, 0.007% hits; Potency, µM (titrated, usually from 57.5 µM), without a hit: top-dose activity change, negative = inhibition, usual class: inhibitors; note: potency is the fitted concentration of half-maximal effect; % is set by controls: 0 for no effect and ±100 for the full control effect
#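 Compounds were pin-transferred into ATP buffer (35 uM final), then GALK plus galactose (5 nM, 100 uM final) was added. After 1 h at room temperature, Kinase-Glo Plus was added and luminescence read after 10 min.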
# * marks the source's active call; other numbers are inactive results; i = inactive; ? = inconclusive; . = not tested or not shown; [ ] = remark or other dose. Unless noted, calls come from the whole dose curve; as a rule, active = well fitted curve in the direction sought with a large enough effect; inconclusive = small, poorly fitted or top-dose-only effect, or another doubt; inactive = no such curve, though single readings can be large; an effect the other way counts as inactive or inconclusive.
SMILES,KCNH2 3.1 inh,a7 integrin act,S-ASM inh,A-T KAP1 phos,hERG WT inh,TRPV1 ag,Coupling enz,MBNL1 CUG block,CXXC DNA block,GALK inh
Cc1ccc(NC(=O)COC(=O)CSC(=S)N2CCOCC2)cc1C,-8,26%,-3%,-6%,3,?,2,-10%,3%,-3%
O=C(CCCN1C(=O)c2ccccc2C1=O)Nc1ccccn1,6,2%,4%,2%,0,0,0,14%,-1%,0%
COc1ccc(/C=C/c2nc3ccccc3n2C)cc1,-6,-8%,320%[activator],1%,-1,5,-14,?,17%,19%
CC(C)c1nnc(NC(=O)C2CCCN(C(=O)Nc3ccc(F)cc3)C2)s1 (stereo not given),-2,9%,-2%,-7%,11,3,1,-7%,6%,7%
O=C(CN1CCCCC1)Nc1nc(-c2ccc(Cl)cc2)cs1,-41,20%,-2%,-10%,5,17,1,-9%,-7%,9%
COC(=O)N/N=C\c1ccc(OC(=O)c2ccco2)cc1,7,1%,2%,1%,1,-6,2,9%,109%[activator],0%
CCOCC(=O)Nc1ccc(S(=O)(=O)N2CCOCC2)cc1,11,-43%,5%,7%,-21,1,-4,-3%,12%,2%
Cc1nc2ccccc2c(=O)n1NC(=O)Nc1ccccc1,-11,-37%,3%,-7%,-17,0,1,-1%,-4%,0%
CCn1c(=O)cc(OCC(=O)Nc2ccc3c(c2)OCCO3)c2ccccc21,-7,0%,-14%,-6%,20,-2,1,-1%,-3%,1%
CC(C)CC(NS(=O)(=O)c1cc(C(=O)O)ccc1Cl)C(=O)O (stereo not given),4,-25%,4%,-20%,-2,-4,11,-5%,-14%,8%
COC(=O)c1ccc(NC(=O)CSc2nnc(CNc3ccc(OC)cc3)n2C)cc1,4,-19%,-1%,6%,1,20,-20,5%,6%,-1%
O=C(Nc1ccc(F)cc1)Nc1ccccc1N1CCCCC1,3,-44%,-6%,0%,1,20,-5,.,1%,-1%
COc1cccc(CC(=O)Nc2ccc3nc(C)sc3c2)c1,4,-23%,19%,8%,2,16,0,-16%,3%,.
COc1ccccc1CNC(=O)C(=O)c1cn(CC(=O)N2CCCC2)c2ccccc12,5,13%,0%,2%,-4,0,.,10%,-12%,-2%
Cc1ccc(-c2cc(C(=O)NCc3ccccn3)no2)cc1,4,1%,-3%,-11%,-18,-2,-2,-10%,-9%,-2%
COc1ccc(C(=O)NCS(=O)(=O)c2ccc(C)cc2)cc1,7,4%,0%,2%,0,4,6,-8%,-10%,-1%
CCc1nnc(NC(=O)CSc2nnc(-c3ccncc3)n2Cc2ccccc2)s1,.,.,.,-3%,.,-3,7,-6%,-1%,4%
CCc1ccc(CN2CCCC(CCC(=O)N3CCN(c4ccccn4)CC3)C2)o1 (stereo not given),3,-46%[inhibitor],7%,4%,11,1,4,-3%,-15%,4%
CC(C)Cc1cc(C(=O)O)n[nH]1,6,14%,0%,-3%,3,-1,0,-6%,16%,0%
CC(C)NC(=S)Nc1ccc(Oc2ccccc2)cc1,2,-32%,-2%,13%,-13,-4,2,-7%,1%,1%
COc1ccc(C)cc1NC(=O)C1CCCN1S(=O)(=O)c1ccccc1F (stereo not given),3,8%,1%,1%,-11,9,.,.,.,.
CN(C)C(=O)c1ccc(NC(=O)c2cccc(S(=O)(=O)N3CCCCCC3)c2)cc1,17,4%,11%,6%,1,1,.,.,.,.
O=C(/C=C/c1ccccc1)c1cc(Br)ccc(=O)c1O,0,-53%[inhibitor],-1%,-12%,-12,4,-3,14%,8%,1%
O=C(c1ccccc1)c1ccncc1,7,-13%,1%,.,0,.,6,2%,-5%,0%
CC(C)Cn1c(SCC(=O)NC(=O)NC2CCCC2)nc2ccccc21,10,-36%,-11%,3%,7,3,0,9%,-2%,13%
CCOc1ccc(NC(=O)C/C(N)=N/O)cc1,4,-25%,4%,-3%,1,4,6,-5%,4%,1%
CC(O)(CS(=O)(=O)Cc1ccccc1)c1ccccc1 (stereo not given),8,21%,1%,2%,2,-6,1,-8%,-11%,-2%
COc1ccccc1C(=O)Nc1cc(C)c(OCC(=O)N2CCOCC2)c(C)c1,-2,0%,-1%,-8%,-8,-1,.,-1%,1%,-1%
Fc1ccc2nncc(SCc3ccccc3Cl)c2c1,15,-47%[inhibitor],-13%,.,5,.,.,.,.,.
NCC12CC3CC(C1)CC(c1ccc(Cl)cc1)(C3)C2,-1,-19%,-2%,6%,-14,2,-3,3%,45%[activator],-3%
Cc1ccc(NNC(=O)c2ccc(Cl)cc2)nn1,14,-17%,0%,-10%,15,.,1,.,-14%,3%
Cc1ccc(S(=O)(=O)NCCC(=O)NC2CCCCC2C)cc1 (stereo not given),-2,2%,4%,-2%,-9,1,.,.,.,.
CCOC(=O)C1=C(C)N(c2ccc(Cl)cc2)C(=O)NC1c1cccc([N+](=O)[O-])c1 (stereo not given),?,?,-10%,4%,9,-12,0,17%,-7%,-2%
CCCCc1ccc(/C=C2/C(=O)ON=C2c2ccccc2)s1,-10,4%,-13%,-6%,-13,16,9,.,-7%,-1%
O=C(O)CCC(=O)Nc1ccc(-c2nc3ccc(C(=O)c4ccccc4)cc3[nH]2)cc1,3,4%,9%,-6%,-16,0,10,-3%,-19%,2%
O=C(c1cccc(S(=O)(=O)Nc2ccc(F)cc2)c1)N1CCOCC1,-1,3%,-1%,-7%,36,0,.,.,.,.
CCOc1ccccc1NC(=O)Nc1ccccn1,17,22%,-2%,8%,16,-4,-2,-6%,-4%,2%
O=C(NCCS(=O)CCNC(=O)C(F)(F)F)C(F)(F)F,-17,7%,4%,-2%,2,-3,-1,3%,9%,1%
COCCn1nnnc1C(c1cc2cccc(C)c2[nH]c1=O)N1CCN(c2ccccc2F)CC1 (stereo not given),5,-37%,4%,-4%,-3,4,-7,?,-3%,0%
COc1ccc(CNC(=O)C(c2ccc(C)o2)N(C(=O)c2snc(C(N)=O)c2N)c2ccccc2OC)cc1 (stereo not given),5,0%,.,-2%,1,11,2,124%[activator],36%[activator],1%
Cc1cccc(NC(=O)c2cc3n(n2)C(C(F)(F)F)CC(C2CC2)N3)c1C (stereo not given),-4,8%,-1%,4%,-17,0,1,-22%,6%,4%
CC(Oc1ccc(F)cc1)C(=O)N1CCN(c2ncccn2)CC1 (stereo not given),-16,20%,0%,12%,10,0,.,0%,-11%,8%
O=C(NNC(=O)c1cccc2ccccc12)c1ccc2c(c1)OCO2,11,34%,-3%,-10%,1,11,2,.,-4%,4%
CC(C)NC(=S)N(C)C1(c2ccccc2Cl)CCCCC1=O (stereo not given),-93*,-30%,3%,5%,-12,3,-3,.,-6%,-1%
O=C(O)CCCn1cc(NC(=O)c2c(F)cccc2F)cn1,2,-20%,-2%,-3%,-5,-5,0,-14%,-1%,0%
Cc1ccccc1S(=O)(=O)c1cc2ccccc2nc1N,1,1%,.,0%,1,-5,-2,6%,-4%,-1%
CCCCn1c(N)c(N(CCC(C)C)C(=O)CSc2nnc(Nc3ccccc3)s2)c(=O)[nH]c1=O,11,-22%,-3%,-7%,13,-1,2,-1%,5%,9%
CCOC(=O)c1c(NC(=O)Nc2ccccc2)sc(C)c1C,-17,?,-20%,-2%,-26,?,-5,6%,-11%,-3%
CCN(CC)c1ccc(CNc2nnnn2C)cc1,-6,-23%,-2%,1%,10,25,3,-8%,8%,4%
C/C(=N\Nc1cc(Cl)nc(C)n1)c1ccc(C)cc1,12,?,0%,.,-15,.,.,.,.,.
COc1ccc(OC)c(S(=O)(=O)NCc2nc3nc(C)cc(C)n3n2)c1,-3,0%,3%,-3%,7,1,-1,-10%,8%,-1%
c1ccc(-c2ccccc2OCCOCCN2CCOCC2)cc1,4,8%,1%,0%,-3,7,-51*,0%,12%,-7%
CC(=O)c1ccc(N2CCC(C)CC2)c(F)c1,-1,0%,1%,5%,2,11,5,.,2%,2%
C=C(C)Cc1c(C)c(C#N)c2[nH]c3ccccc3n2c1=O,-3,10%,i,3%,24,19,-2,37%[activator],2%,3%
Cc1nc2ccc(NC(=O)c3cccc(S(=O)(=O)N4CCOCC4)c3)cc2s1,-9,-14%,-1%,6%,-4,.,.,.,.,.
O=C(COc1ccc2ccccc2c1)NC1CC1,-6,-20%,1%,0%,6,13,2,-1%,9%,-4%
C#CCNc1ccc([N+](=O)[O-])cc1,-4,6%,-4%,-6%,-7,4,2,?,7%,1%

# Not a hit list. About 2% of those tested had a hit in this group.
